# All columns: NCI-60 one-dose screen, growth in % after 48 h at 10 µM unless noted; 100 = growth as untreated, 0 = no growth, -100 = all killed.
# NCI/ADR-RES: NCI/ADR-RES ovarian cells; AID 1794790; hit rate 4.4% among 81,000
# SK-OV-3: SK-OV-3 ovarian cancer cells | hit rate 3.2% among 80,000
# OVCAR-4: OVCAR-4 ovarian cancer cells | hit rate 3.7% among 80,000
# IGROV1: IGROV1 ovarian cancer | hit rate 4.7% among 79,000 | AID 1794786
# SN12C: SN12C renal cancer cells | AID 1794767 | hit rate 3.8% among 81,000
# OVCAR-3: OVCAR-3 ovarian cancer; hit rate 7% among 79,000; AID 1794787
# NCI-H23: NCI-H23 lung cancer | hit rate 4% among 80,000
# NCI-H226: NCI-H226 lung cancer; hit rate 3.5% among 79,000; AID 1794732
# OVCAR-5: OVCAR-5 ovarian cancer; AID 1794783; hit rate 2.9% among 82,000
# * = called active by the depositor; nt = not tested or not shown; & = joins results of further samples. The calls were made as follows: active = growth percent below 10; inactive = the rest.
(1) CCCCCCCCCCCC(c1ccccc1)N(C)C (stereo not given)
(2) Cc1cccc(-c2nnc(-c3ccc4ccccc4c3)o2)c1
(3) O=c1[nH]c2ccccc2cc1-c1nnc(Cn2c(COc3ccccc3)nc3ccccc32)o1
(4) O=S(=O)(/N=c1\c2ccccc2cnn1C1=NCCN1S(=O)(=O)c1ccc(Br)cc1)c1ccc(Br)cc1
(5) O=c1[nH]c(-c2cn(-c3ccc(Cl)cc3)nn2)nc2ccccc12
(6) CCOC(=O)c1cnn2c1N(C)C(c1ccccc1)C2 (stereo not given)
(7) COc1cc(NS(=O)(=O)c2ccc(N)cc2)ncn1
(8) NC1=C(O)C(=O)C(c2cccnc2)O1 (stereo not given)
compound no.	1	2	3	4	5	6	7	8
NCI-H23	101.9	88.2	75.9	101.8	77.6	97.8	101.2	102.1
OVCAR-4	84.7	99.1	50.3	nt	36.0	98.5	114.5	101.2
IGROV1	96.1	107.3	76.2	102.2	74.1	100.4	118.4	111.8
NCI/ADR-RES	96.1	102.6	62.1	105.7	63.9	99.7	103.3	101.7
OVCAR-3	105.8	117.4	49.6	111.8	85.4	101.4	114.7	124.1
SN12C	90.7	nt	74.0	109.5	71.9	102.8	93.8	96.2
NCI-H226	97.2	109.3	71.7	93.6	65.5	96.9	111.8	93.0
OVCAR-5	99.2	91.5	106.8	105.4	102.0	104.9	nt	88.2
SK-OV-3	107.6	117.6	90.2	104.3	38.9	99.7	106.8	108.6

# Another view of part of the listing above.
# Each structure is followed by: NCI-H23	OVCAR-4	IGROV1	NCI/ADR-RES	OVCAR-3	SN12C	NCI-H226	OVCAR-5	SK-OV-3
(2) Cc1cccc(-c2nnc(-c3ccc4ccccc4c3)o2)c1
→ 88.2	99.1	107.3	102.6	117.4	nt	109.3	91.5	117.6
(3) O=c1[nH]c2ccccc2cc1-c1nnc(Cn2c(COc3ccccc3)nc3ccccc32)o1
→ 75.9	50.3	76.2	62.1	49.6	74.0	71.7	106.8	90.2
(4) O=S(=O)(/N=c1\c2ccccc2cnn1C1=NCCN1S(=O)(=O)c1ccc(Br)cc1)c1ccc(Br)cc1
→ 101.8	nt	102.2	105.7	111.8	109.5	93.6	105.4	104.3
(5) O=c1[nH]c(-c2cn(-c3ccc(Cl)cc3)nn2)nc2ccccc12
→ 77.6	36.0	74.1	63.9	85.4	71.9	65.5	102.0	38.9
(6) CCOC(=O)c1cnn2c1N(C)C(c1ccccc1)C2 (stereo not given)
→ 97.8	98.5	100.4	99.7	101.4	102.8	96.9	104.9	99.7
(7) COc1cc(NS(=O)(=O)c2ccc(N)cc2)ncn1
→ 101.2	114.5	118.4	103.3	114.7	93.8	111.8	nt	106.8
(8) NC1=C(O)C(=O)C(c2cccnc2)O1 (stereo not given)
→ 102.1	101.2	111.8	101.7	124.1	96.2	93.0	88.2	108.6

# Later entries
(9) O=C(Nc1ccc(Cl)cc1)c1cccnc1
(10) O=C(O)CCC(=O)Nc1ccccc1
(11) COc1ccc(-c2cc(-c3cccnc3)nc(SCC(=O)c3ccccc3)c2C#N)cc1OC
(12) Nc1cc2c(cc1N)-c1cc(N)c(N)cc1C2
(13) CCCCn1c(C)nc2cc(Nc3nc(N4CCCC4)nc4nc[nH]c34)ccc21
(14) COC(=O)C(N=Nc1ccccc1)C(C)=O (stereo not given)
(15) CC1CN=C(NS(=O)(=O)c2ccccc2)N1 (stereo not given)
(16) O=C(Cc1n[nH]c(=O)c2ccccc12)OCc1c(Cl)cccc1Cl
compound no.	9	10	11	12	13	14	15	16
NCI-H23	112.2	110.8	89.6	95.0	116.5	113.1	105.1	103.0
OVCAR-4	95.3	105.1	93.4	108.0	89.2	109.8	97.9	104.9
IGROV1	128.4	108.3	99.1	97.6	81.2	122.1	nt	29.4
NCI/ADR-RES	121.6	104.5	84.0	110.7	102.0	110.6	112.8	82.4
OVCAR-3	111.4	116.9	106.2	109.0	99.8	129.6	116.5	84.5
SN12C	111.0	105.7	93.6	94.9	87.6	101.1	94.7	102.4
NCI-H226	96.5	nt	85.5	98.0	81.9	95.0	84.7	77.5
OVCAR-5	96.0	104.8	112.1	108.9	85.6	103.2	105.3	95.7
SK-OV-3	117.7	106.3	nt	99.2	93.6	105.6	106.9	113.3

(17) Nn1c(-c2ccccn2)nn2c(=O)c3cnn(-c4ccccc4)c3nc12
(18) CN(C(=O)CCCCC(=O)N(C)c1ccccc1)c1ccccc1
(19) COc1ccc(OC)c2c1[nH]c(=O)c1c3ncccc3cn21
(20) CC(=O)Nc1cccc(-c2ccc3c(c2)NC(=O)/C3=C\c2ccc[nH]2)c1
(21) CN(C)C(=S)SC1(CN2CCOCC2)COc2c(Cl)cc(Cl)cc2C1=O (stereo not given)
(22) Nc1nc(-c2ccccc2)ns1
(23) CCSc1nc(C)cc(Nc2ccc(Cl)cc2)n1
(24) COC(=O)c1c(-c2ccc(C(F)(F)F)cc2)nn(-c2cccc(Cl)c2)c1C(=O)OC
compound no.	17	18	19	20	21	22	23	24
NCI-H23	98.9	106.5	34.4	27.8	88.8	86.6&94.0	99.9	83.7
OVCAR-4	91.7	nt	nt	53.1	91.3	99.4&109.4	92.7	92.6
IGROV1	96.7	112.8	28.0	43.4	99.2	92.6&103.7	89.8	90.9
NCI/ADR-RES	104.0	107.7	13.8	49.6	86.1	100.6&103.8	102.4	73.6
OVCAR-3	106.3	115.8	46.8	69.6	77.1	91.0&98.4	103.3	99.1
SN12C	98.7	93.9	13.3	56.6	88.9	97.3&96.8	97.3	86.4
NCI-H226	99.7	102.6	32.2	52.7	81.0	79.1	85.8	98.4
OVCAR-5	100.1	109.7	nt	38.4	110.6	105.2&102.8	94.1	90.6
SK-OV-3	89.9	96.6	38.9	48.8	111.5	102.0&100.1	103.9	73.4

(25) Nc1nc(Nc2ccccc2SSc2ccccc2Nc2nc(N)nc(-c3ccc(I)cc3)n2)nc(-c2ccc(I)cc2)n1
(26) O=c1c2cc(F)ccc2sc2c(OCCO)nc3ccccc3c12
(27) COc1ccc(C(=O)CC(CC(=O)c2ccc(OC)cc2)c2c(C)nn(-c3ccccc3)c2Cl)cc1
(28) CCOC(=O)C1C(=O)C=C(c2ccc(Cl)cc2)CC1c1sc(N(C)Cc2ccccc2)nc1Cl (stereo not given)
(29) O=NN(CCCl)C(=O)Nc1ccc(NC(=O)N(CCCl)N=O)cc1
(30) c1ccc2c(c1)-c1cccc3cncc-2c13
(31) COc1ccccc1N=Nc1c(S(=O)(=O)O)cc2cc(S(=O)(=O)O)cc(N=Cc3ccc(N(C)C)cc3)c2c1O
(32) C/C(CN1CCCCC1)=N\O
compound no.	25	26	27	28	29	30	31	32
NCI-H23	47.3	103.4	90.7	73.1	106.6	104.2	92.1	91.7
OVCAR-4	107.3	105.0	100.7	72.0	93.7	93.2	105.4	94.9
IGROV1	50.3	90.0	104.3	103.6	85.9	126.1	109.5	103.4
NCI/ADR-RES	49.6	98.2	95.5	85.3	98.7	110.5	106.5	91.2
OVCAR-3	94.1	114.5	114.5	88.2	110.6	106.1	106.8	134.4
SN12C	23.4	92.7	93.3	89.5	90.7	100.0	107.2	92.1
NCI-H226	69.8	93.3	92.8	71.6	96.5	104.4	95.9	96.7
OVCAR-5	84.9	94.0	91.8	86.2	95.2	97.1	108.7	95.3
SK-OV-3	115.7	114.3	108.6	88.1	104.7	108.7	97.1	102.7

(33) Fc1cc2c(cc1Cl)N(c1ncnc3ccc(-c4ccc5n[nH]nc5c4)cc13)CC2
(34) N#C/C(=C\NCc1ccc(Cl)cc1Cl)S(=O)(=O)c1ccccc1
(35) Nc1c(N)c(Cl)c(Cl)c(Cl)c1Cl
(36) COc1ccc(OC)c(/C=C/c2nc(SCc3ccccc3)n(-c3ccccc3)n2)c1
(37) O=C1NC(=S)NC1Cc1ccc(O)cc1 (stereo not given)
(38) CC(C)CC(=O)OC1CCC(C2CCCCC2)CC1 (stereo not given)
(39) O=C1Nc2ccccc2/C1=C\c1ccc(OCc2ccccc2)cc1
(40) O=[N+]([O-])c1ccc(N=Nc2ccc(O)cc2O)cc1
compound no.	33	34	35	36	37	38	39	40
NCI-H23	79.6	101.5	106.8	110.8	99.7	97.9	102.4	55.1
OVCAR-4	81.3	101.3	82.8	nt	106.3	111.3	108.0	48.4
IGROV1	32.2	108.0	70.4	105.8	nt	107.5	109.5	76.5
NCI/ADR-RES	87.3	100.8	111.7	114.4	107.4	100.4	100.6	52.6
OVCAR-3	69.0	114.0	95.1	113.7	112.1	107.7	nt	54.8
SN12C	64.9	107.2	84.1	104.2	96.4	100.0	93.8	67.2
NCI-H226	88.1	103.2	68.2	104.7	97.0	94.2	95.6	60.6
OVCAR-5	76.5	95.7	88.2	109.3	96.7	99.9	102.2	106.8
SK-OV-3	95.6	102.6	92.3	111.0	104.4	102.2	105.8	87.0

(41) C=C(c1ccc(OC)c(/C=C/C(=O)c2cc(OC)c(OC)c(OC)c2)c1)c1cc(OC)c(OC)c(OC)c1
(42) COc1cc(CNC(=O)/C=C/C=C/c2ccc3c(c2)OCO3)ccc1OCc1cn(-c2ccc(Cl)cc2)nn1
(43) O=C(Cc1ccccc1)C(O)c1ccccc1 (stereo not given)
(44) CCCc1nc(NC(=O)c2ccccc2)nc(NC(=O)c2ccccc2)n1
(45) O=[N+]([O-])c1ccc(OCCCCOc2ccccc2)c(Cl)c1
(46) COc1cc(CNC(=O)/C=C/C=C/c2ccc3c(c2)OCO3)ccc1OCc1cn(-c2ccccc2Cl)nn1
(47) N/C(=N\S(=O)(=O)c1cccc2cccnc12)Nc1nc2ccccc2s1
(48) Cc1ccc2nc(Sc3cnc(N)s3)n(Cc3ccccc3)c(=O)c2c1
compound no.	41	42	43	44	45	46	47	48
NCI-H23	-33.2*	72.1	93.6	93.1	91.1	98.0	89.5	95.0
OVCAR-4	40.0	49.9	82.8	96.5	102.8	73.9	96.1	93.9
IGROV1	15.2	71.8	67.0	nt	122.7	91.8	75.2	78.2
NCI/ADR-RES	-7.3*	71.5	90.7	86.4	99.2	89.0	86.6	91.8
OVCAR-3	-39.8*	89.9	86.4	109.3	115.9	95.9	94.9	96.7
SN12C	-13.9*	82.1	93.4	89.8	101.6	93.5	85.8	98.8
NCI-H226	-38.0*	19.0	94.4	93.0	105.0	80.8	77.9	80.1
OVCAR-5	-51.3*	95.7	87.1	88.4	94.2	117.7	89.5	105.6
SK-OV-3	38.6	90.6	108.4	104.4	104.5	87.6	77.5	102.6

(49) CC(=O)OCC1OC(OC(C)=O)C(OC(C)=O)C1OC(C)=O (stereo not given)
(50) O=C1N(Cc2ccc(Cl)c(Cl)c2)c2ccccc2C12NCCc1cc(O)ccc12 (stereo not given)
(51) CC(=O)Nc1cccc2cc(O)ccc12
(52) CCCCCCCCCCCCCCCCCCOc1cccc(CC(=O)OCC[N+]2(C)CCCC2)c1
(53) COc1ccc(C(=O)/C=C/c2cccc([N+](=O)[O-])c2)cc1S(N)(=O)=O
(54) O=C(Nc1ccc(NCCN2CCOCC2)nc1)c1cccc(C(F)(F)F)c1
(55) COC(=O)c1c(C(=O)OC)c2c3ccccc3c3ccccc3n2c1C(C)=O
(56) O=C(OCCOCCN1CCCCC1)N1c2ccccc2Sc2cccnc21
compound no.	49	50	51	52	53	54	55	56
NCI-H23	97.8	92.6	103.2&101.0&99.0	75.4	102.3	92.2	93.5	105.9
OVCAR-4	105.5	93.0	98.8&108.8&119.0	73.6	111.6	95.6	82.5	95.2
IGROV1	108.0	102.4	123.4&97.2	62.0	109.5	120.5	96.8	113.8
NCI/ADR-RES	105.6	98.0	110.4&113.3&104.3	98.1	105.6	97.6	92.8	101.4
OVCAR-3	113.4	95.9	108.0&105.1&111.5	105.2	76.5	109.3	130.4	120.8
SN12C	106.9	94.8	97.2&94.4&107.1	83.8	101.0	102.1	94.3	100.3
NCI-H226	103.9	91.1	102.1&98.1&98.2	85.4	100.4	83.6	82.0	92.4
OVCAR-5	101.2	93.8	112.9&93.2&94.7	90.4	114.7	99.1	95.0	112.4
SK-OV-3	110.1	100.4	99.8&115.3&110.9	101.6	119.2	107.5	113.2	101.9

(57) COc1ccc(CSC(=N)N)cc1OC
(58) COc1ccc(C2=NN3C(C2)c2ccccc2OC3c2ccncc2)cc1 (stereo not given)
(59) O=C(COC(=O)c1ccc(S(=O)(=O)N2CCCCCC2)cc1)NCC1CCCCC1
(60) O=C(O)c1cc(C(F)(F)F)cc(C(F)(F)F)c1
(61) O=C(Cc1ccccc1)c1ccccn1
(62) CC(C)OC(=O)[C@H](C)N[P@@](=O)(OC[C@@]1(C)O[C@@H](n2cc(F)c(N)nc2=O)C[C@@H]1O[P@](=O)(N[C@@H](C)C(=O)OC(C)C)Oc1ccccc1)Oc1ccccc1
(63) S=C(N/N=C\c1ccc(Cl)cc1Cl)N/N=C/c1ccc(Cl)cc1Cl
(64) O=C1CCCN1CCc1cccc2ccccc12
(65) COc1ccccc1NCc1cccn1Cc1ccccc1
compound no.	57	58	59	60	61	62	63	64	65
NCI-H23	104.8	89.5	87.0	100.7	112.1	94.4	93.6	105.4	106.6
OVCAR-4	91.2	88.3	118.6	107.7	97.0	111.6	90.8	97.8	107.2
IGROV1	104.4	63.7	nt	113.8	108.8	94.4	100.1	116.5	93.9
NCI/ADR-RES	104.2	88.7	90.5	106.6	109.9	103.1	100.0	109.1	107.1
OVCAR-3	106.7	93.5	113.5	107.3	110.8	101.7	141.9	131.1	119.9
SN12C	103.2	89.6	100.9	103.6	105.3	72.6	92.1	99.6	101.7
NCI-H226	102.5	90.1	108.7	110.6	86.3	96.4	108.1	119.3	101.0
OVCAR-5	102.0	100.3	99.5	107.3	107.5	110.4	102.7	100.3	104.5
SK-OV-3	95.2	82.3	105.3	111.6	99.5	nt	98.0	104.4	120.7

# Screening data deposited in PubChem BioAssay by NCI.
